Assay outcomes: PubChem, Broad Institute
PRC2 inh: EZH2/PRC2 methyltransferase inhibitors, primary screen, biochemical, DELFIA time-resolved fluorescence, single point; PRC2 H3K27 methylation, DELFIA TRF, 1 h; hit rate 0.35% among 57,000; AID 651548, 2012; Histone-lysine N-methyltransferase EZH2 (Homo sapiens), Q15910; inhibition, % at 12.5 µM;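 active means mean inhibition of replicates at least 50% and every single replicate also reaching 50%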;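 further: dimethyl H3K27 on biotinylated H3 21-44 peptide detected by antibody; plate controls were median neutral control wells for no effect and median positive control wells for full effect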
IDH1 R132H inh: inhibitors of IDH1 R132H reductase, primary screen, biochemical, plate reader, single point. Isocitrate dehydrogenase [NADP] cytoplasmic (Homo sapiens), O75874. diaphorase/resazurin fluorescence, 60 min. inhibition, % at 10 µM. hit rate 0.18% among 70,000. AID 624101, 2012; in the data active means inhibition above about 34%;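 further: 0% = DMSO and 100% = no enzyme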
Target sequence (O75874 whole entry R132H): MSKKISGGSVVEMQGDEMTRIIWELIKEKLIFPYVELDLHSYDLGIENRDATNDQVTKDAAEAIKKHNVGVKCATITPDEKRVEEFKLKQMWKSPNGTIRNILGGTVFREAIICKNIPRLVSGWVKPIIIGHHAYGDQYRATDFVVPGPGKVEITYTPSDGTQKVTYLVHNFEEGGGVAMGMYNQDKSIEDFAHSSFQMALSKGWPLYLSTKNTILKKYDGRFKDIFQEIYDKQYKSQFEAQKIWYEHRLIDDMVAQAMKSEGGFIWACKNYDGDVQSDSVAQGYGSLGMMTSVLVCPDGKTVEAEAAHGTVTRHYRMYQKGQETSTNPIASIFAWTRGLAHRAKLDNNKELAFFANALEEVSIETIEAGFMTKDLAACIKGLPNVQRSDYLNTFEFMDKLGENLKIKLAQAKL
* = called active by the depositor; / = not tested or not shown. An excerpt; count on the stated rates, not on these rows.

SMILES | PRC2 inh | IDH1 R132H inh
COc1ccc(NC(=O)N(C)C[C@@H]2Oc3ccc(NS(=O)(=O)c4ccc(OC)cc4)cc3CC(=O)N([C@@H](C)CO)C[C@@H]2C)cc1 | / | 0.0
COc1ccc(S(=O)(=O)Nc2ccc3c(c2)C(=O)N([C@H](C)CO)C[C@@H](C)[C@@H](CN(C)S(=O)(=O)c2ccc(F)cc2)O3)cc1 | / | 0.4
Cc1noc(C)c1NC(=O)Nc1ccc2c(c1)C(=O)N([C@H](C)CO)C[C@H](C)[C@@H](CN(C)S(=O)(=O)c1cccs1)O2 | / | -1.3
COc1ccccc1-c1cnc2c(c1)C(=O)N([C@H](C)CO)C[C@H](C)[C@H](CN(C)C)O2 | 18.5 | -0.1
O=C(C[C@H]1C=C[C@H](NC(=O)Nc2ccc3c(c2)OCO3)[C@H](CO)O1)NCCCN1CCOCC1 | 12.4 | 0.2
O=S1(=O)CCC(NS(=O)(=O)c2cccc3cccnc23)C1 (centres undefined) | 4.4 | -0.2
CC(C)NC(=O)Nc1ccc2c(c1)CC(=O)N([C@@H](C)CO)C[C@@H](C)[C@H](CN(C)C(=O)Nc1ccc3c(c1)OCO3)O2 | / | 0.4
CCCN1C[C@H](C)[C@H](OC)CN(C)C(=O)c2ccc(NS(=O)(=O)c3ccccc3)cc2OC[C@H]1C | 6.9 | 0.0
C[C@@H]1CN([C@H](C)CO)C(=O)c2cc(-c3ccc(C(=O)N(C)C)cc3)cnc2O[C@@H]1CN(C)Cc1ccc(C(=O)O)cc1 | / | 1.8
C[C@H](CO)N1C[C@H](C)[C@@H](CN(C)Cc2ccc(-c3ccccc3)cc2)Oc2ccc(NS(=O)(=O)c3cccs3)cc2CC1=O | / | -3.7
CCCN1C[C@@H](C)[C@@H](OC)CN(C)C(=O)c2cc(NC(=O)COC)ccc2OC[C@H]1C | 1.9 | /
CC(C)c1cn(CC[C@H]2CC[C@@H](NC(=O)c3cccc(F)c3)[C@@H](CO)O2)nn1 | 15.0 | 0.0
Cc1noc(C)c1S(=O)(=O)N(C)C[C@H]1Oc2ccc(N(C)C)cc2CC(=O)N([C@@H](C)CO)C[C@H]1C | 1.3 | 0.2
COc1ccc(CCN(C)CCc2ccc(OC)c(OC)c2)cc1OC | -10.8 | 0.0
CO[C@@H]1CN(C)C(=O)c2ccc(NC(=O)c3cnccn3)cc2OC[C@H](C)N(C)C[C@H]1C | -15.5 | /
CN(C)CC(=O)Nc1ccc2c(c1)[C@@H]1C[C@H](CC(=O)NCc3ccccn3)O[C@@H](CO)[C@@H]1O2 | -2.5 | 0.2
C=C1[C@H](O)C[C@H]2[C@@H](/C=C(\C)C(=O)[C@@]3(O)C[C@H](C)[C@H](O)[C@@H]3[C@H]1O)C2(C)C | / | 0.0
Cc1ccccc1S(=O)(=O)NCC[C@H]1CC[C@@H](NC(=O)Nc2cccc(F)c2)[C@@H](CO)O1 | -10.8 | 0.0
C[C@H](CO)N1C[C@H](C)[C@H](CN(C)S(=O)(=O)c2cn(C)cn2)Oc2cc(C#Cc3ccccc3)ccc2S1(=O)=O | / | -0.4
Cc1noc(C)c1S(=O)(=O)N(C)C[C@H]1Oc2ccc(NS(C)(=O)=O)cc2CC(=O)N([C@H](C)CO)C[C@@H]1C | / | 8.8
O=C(CSc1nc(-c2ccccc2)cc(=O)[nH]1)Nc1ccc(Cl)cc1 | 19.8 | 1.0
O=C(N[C@@H]1CC[C@H](CCNS(=O)(=O)c2ccc(F)cc2)O[C@@H]1CO)C1CC1 | -2.2 | -0.6
C[C@@H]1CN([C@H](C)CO)C(=O)c2cc(NC(=O)C3CCCCC3)ccc2O[C@@H]1CN(C)S(=O)(=O)c1cn(C)cn1 | / | -0.2
CNC[C@@H]1Oc2ccc(NS(=O)(=O)c3ccc(OC)cc3)cc2C(=O)N([C@@H](C)CO)C[C@H]1C | -3.0 | /
C[C@@H]1CN([C@@H](C)CO)S(=O)(=O)c2ccc(-c3cccc(F)c3)cc2O[C@@H]1CN(C)S(=O)(=O)c1ccc(F)cc1 | -5.4 | /
COc1ccc(NC(=O)N(C)C[C@H]2Oc3c(NC(=O)C4CCOCC4)cccc3C(=O)N([C@H](C)CO)C[C@H]2C)cc1 | -3.2 | 0.8
C[C@@H]1CN([C@H](C)CO)C(=O)c2cc(NC(=O)CCC(F)(F)F)ccc2O[C@@H](C)CCCCO[C@H]1CN(C)C(=O)Nc1ccccc1 | / | 3.5
C[C@@H]1CN([C@H](C)CO)C(=O)Cc2cc(NC(=O)c3ccncc3)ccc2O[C@@H]1CN(C)CC1CC1 | 1.9 | 2.0
CCOC(=O)C1=C(Cn2cnc3ccccc32)NC(=O)NC1c1cc(C)ccc1C (centres undefined) | / | 4.8
Cc1ccc(S(=O)(=O)Nc2ccc3c(c2)CC(=O)N([C@@H](C)CO)C[C@H](C)[C@H](CN(C)C(=O)NC(C)C)O3)cc1 | -2.0 | -0.1
Cc1ccc([N+](=O)[O-])cc1NC(=O)CSc1nnnn1C1CC2CCC1C2 (centres undefined) | -0.2 | -0.8
CC(=O)N(C)C[C@H]1Oc2ncc(C3=CCCC3)cc2C(=O)N([C@@H](C)CO)C[C@H]1C | -6.4 | -0.6
CC(=O)N(C)C[C@H]1Oc2ncc(-c3cccnc3)cc2C(=O)N([C@@H](C)CO)C[C@@H]1C | -7.5 | 1.3
C[C@H]1CN([C@@H](C)CO)C(=O)c2cc(Br)cnc2O[C@@H]1CN(C)C(=O)Nc1ccccc1 | 6.4 | 0.3
CC(C)NC(=O)N(C)C[C@H]1Oc2ccc(NC(=O)NC3CCCCC3)cc2C(=O)N([C@@H](C)CO)C[C@@H]1C | / | 1.5
CCCN1C[C@H](C)[C@@H](OC)CN(C)C(=O)c2cc(NS(=O)(=O)CC)ccc2OC[C@H]1C | 1.9 | 0.0
COc1ccc(S(=O)(=O)N(C)C[C@H]2Oc3ccc(NC(=O)c4ccncc4)cc3C(=O)N([C@H](C)CO)C[C@@H]2C)cc1 | / | 2.1
C/C=C/c1ccc2c(c1)O[C@@H](CN(C)Cc1cccnc1)[C@@H](C)CN([C@@H](C)CO)S2(=O)=O | 5.8 | 0.3
O=C1c2cccc3cccc(c23)C(=O)N1CCCSc1n[nH]c(-c2ccc(Cl)cc2)n1 | 22.9 | -0.8
CCc1ccc(NC(=O)CC2NCCNC2=O)cc1 (centres undefined) | -7.4 | 0.1
C[C@@H]1CN([C@H](C)CO)C(=O)c2cccc(NS(=O)(=O)c3ccc(Cl)cc3)c2O[C@H]1CN(C)CC1CCCCC1 | -8.6 | /
Cc1noc(C)c1NC(=O)Nc1ccc2c(c1)CC(=O)N([C@H](C)CO)C[C@@H](C)[C@H](CN(C)Cc1ccc(C(F)(F)F)cc1)O2 | -34.3 | 0.3
O=C(NC1CCCCC1)N[C@@H]1CC[C@H](CCNS(=O)(=O)c2ccc(F)cc2)O[C@H]1CO | -5.2 | -0.1
COc1ccc(-c2cnc3c(c2)C(=O)N([C@@H](C)CO)C[C@H](C)[C@H](CN(C)C)O3)cc1 | -6.2 | 1.0
CC(C)NC(=O)N(C)C[C@H]1Oc2ccc(NS(=O)(=O)c3cn(C)cn3)cc2CC(=O)N([C@@H](C)CO)C[C@H]1C | / | 3.7
C[C@@H]1CN([C@@H](C)CO)C(=O)c2cc(C3=CCCCC3)cnc2O[C@H]1CN(C)C(=O)c1cccc(F)c1 | / | -0.9
C[C@@H]1CN([C@H](C)CO)C(=O)c2cc(NC(=O)Nc3cccc4ccccc34)ccc2O[C@H]1CN(C)S(C)(=O)=O | / | -27.5
CCC(=O)N1C[C@@H](C)[C@H](OC)CN(C)C(=O)c2ccc(NC(=O)c3ccc(OC)cc3)cc2OC[C@H]1C | 1.9 | 0.1
Cn1c(=O)nc2n(-c3ccc(Cl)c(Cl)c3)c3ccccc3cc-2c1=O | -0.2 | 0.7
Cc1noc(C)c1NC(=O)N(C)C[C@@H]1OCCCC[C@@H](C)Oc2ccc(NS(=O)(=O)c3ccc(F)cc3)cc2C(=O)N([C@H](C)CO)C[C@@H]1C | / | 1.6
O=C(NCCCCCCNC(=O)ON=C1CCCCC1)ON=C1CCCCC1 | -15.3 | -0.6
CCC(=O)N(C)C[C@H]1Oc2ncc(-c3ccc(C)cc3)cc2C(=O)N([C@H](C)CO)C[C@H]1C | -6.8 | -0.3
O=C(C[C@H]1C[C@H]2c3cc(NC(=O)NC4CCCC4)ccc3O[C@H]2[C@H](CO)O1)NCc1ccccc1 | 9.6 | 0.1
C[C@H](CO)N1C[C@H](C)[C@@H](CN(C)Cc2ccncc2)OCc2ccccc2-c2c(n(C)c3ccccc23)C1=O | -29.6 | /
COC(=O)CCCCCCC(=O)N/N=C/c1ccc(-c2ccccc2)c(F)c1 | 60.0* | -0.1
CCC(=O)Nc1ccc2c(c1)OC[C@@H](C)N(C(=O)CC1CC1)C[C@@H](C)[C@H](OC)CN(C)C2=O | 18.6 | -0.2

A different layout for six compounds above.
Below each compound: PRC2 inh | IDH1 R132H inh
> CCC(=O)N(C)C[C@H]1Oc2ncc(-c3ccc(C)cc3)cc2C(=O)N([C@H](C)CO)C[C@H]1C
→ -6.8 | -0.3
> O=C(C[C@H]1C[C@H]2c3cc(NC(=O)NC4CCCC4)ccc3O[C@H]2[C@H](CO)O1)NCc1ccccc1
→ 9.6 | 0.1
> CCC(=O)Nc1ccc2c(c1)OC[C@@H](C)N(C(=O)CC1CC1)C[C@@H](C)[C@H](OC)CN(C)C2=O
→ 18.6 | -0.2
> Cc1noc(C)c1NC(=O)N(C)C[C@@H]1OCCCC[C@@H](C)Oc2ccc(NS(=O)(=O)c3ccc(F)cc3)cc2C(=O)N([C@H](C)CO)C[C@@H]1C
→ / | 1.6
> COC(=O)CCCCCCC(=O)N/N=C/c1ccc(-c2ccccc2)c(F)c1
→ 60.0* | -0.1
> C[C@H](CO)N1C[C@H](C)[C@@H](CN(C)Cc2ccncc2)OCc2ccccc2-c2c(n(C)c3ccccc23)C1=O
→ -29.6 | /

(more compounds)
SMILES | PRC2 inh | IDH1 R132H inh
C[C@H](CO)N1C[C@H](C)[C@@H](CN(C)C(=O)Nc2ccccc2)Oc2ccc(NC(=O)NC3CCCCC3)cc2CC1=O | 0.5 | 1.8
C[C@H]1CN([C@@H](C)CO)C(=O)c2cc(NS(=O)(=O)c3ccc(Cl)cc3)ccc2O[C@@H]1CN(C)C(=O)Nc1ccc(F)cc1 | 6.5 | -2.4
C[C@@H]1CN([C@H](C)CO)C(=O)c2cc(-c3ccccc3)cnc2O[C@@H]1CN(C)Cc1cccnc1 | 5.4 | -1.6
Cc1noc(C)c1NC(=O)Nc1ccc2c(c1)C(=O)N([C@@H](C)CO)C[C@H](C)[C@H](CN(C)S(=O)(=O)c1cccs1)OCCCC[C@@H](C)O2 | / | 0.4
C[C@H]1CCCCO[C@H](CN(C)Cc2ccccc2)[C@@H](C)CN([C@@H](C)CO)C(=O)c2cc(NC(=O)NC3CCCCC3)ccc2O1 | / | 1.5
O=C(NCC[C@H]1CC[C@H](NS(=O)(=O)Cc2ccccc2)[C@H](CO)O1)C1CCCCC1 | 5.3 | -0.4
COC(=O)N(C)C[C@H]1OCc2cn(nn2)CCCC(=O)N([C@@H](C)CO)C[C@@H]1C | / | 2.9
Cc1ccc(S(=O)(=O)Nc2ccc3c(c2)CC(=O)N([C@H](C)CO)C[C@H](C)[C@@H](CN(C)S(=O)(=O)c2cccs2)O3)cc1 | / | -6.9
Cc1ccc2nsnc2c1S(=O)(=O)Nc1cccc2cccnc12 | -3.5 | -0.3
C[C@H]1CN([C@@H](C)CO)S(=O)(=O)c2ccc(C#Cc3ccccn3)cc2O[C@H]1CN(C)CC1CC1 | -21.6 | -0.1
COc1ccc(S(=O)(=O)N[C@H]2C=C[C@@H](CC(=O)NCCc3ccncc3)O[C@@H]2CO)cc1 | -10.2 | -0.1
Cn1c(=O)n(C)c2cc(CNCc3cccnc3)ccc21 | 12.6 | 0.2
C[C@@H]1CN([C@H](C)CO)C(=O)c2cccc(NC(=O)NC3CCCCC3)c2O[C@H]1CN(C)S(=O)(=O)c1ccc(F)cc1 | -14.1 | 0.9
CNC[C@H]1Oc2c(N)cccc2C(=O)N([C@H](C)CO)C[C@@H]1C | 4.9 | 1.9
C[C@H](CO)N1C[C@H](C)[C@H](CN(C)C(=O)Nc2ccc3c(c2)OCO3)Oc2ccc(NS(C)(=O)=O)cc2CC1=O | / | -0.5
O=[N+]([O-])c1cccc(NC(=S)NCCn2cc(Cl)cn2)c1 | -2.2 | 0.0
CO[C@H]1CN(C)C(=O)c2cc(NC(=O)C3CCCC3)ccc2OC[C@H](C)N(S(C)(=O)=O)C[C@H]1C | -4.9 | 0.0
C[C@@H]1CCCCO[C@H](CN(C)Cc2ccccc2)[C@@H](C)CN([C@H](C)CO)C(=O)c2cc(NC(=O)c3ccncc3)ccc2O1 | / | 3.3
C[C@H](NC(=O)C[C@H]1C[C@H]2c3cc(NC(=O)NC4CCCCC4)ccc3O[C@H]2[C@H](CO)O1)c1ccccc1 | 2.5 | 0.2
COc1cccc(NC(=O)N(C)C[C@@H]2Oc3cc(-c4ccccc4OC)ccc3S(=O)(=O)N([C@@H](C)CO)C[C@H]2C)c1 | -0.2 | 0.3
O=C(COc1ccccc1[N+](=O)[O-])Nc1ccc2nn(-c3ccc(F)cc3)nc2c1 | 2.3 | 0.3
C[C@@H]1CN([C@@H](C)CO)C(=O)Cc2cc(NS(C)(=O)=O)ccc2O[C@H]1CN(C)C | 8.4 | 4.7
C[C@@H]1CN([C@@H](C)CO)C(=O)c2cc(-c3ccc(C(=O)N(C)C)cc3)cnc2O[C@@H]1CN(C)C(=O)C1CC1 | 22.4 | 1.2
C[C@@H]1CN([C@@H](C)CO)C(=O)Cc2cc(NC(=O)CCN3CCOCC3)ccc2O[C@@H]1CN(C)CC1CC1 | 3.1 | 0.5
